Compound activity deposited in PubChem by Sanford-Burnham Center for Chemical Genomics.
mIAP block: inhibitors of mouse IAP, primary screen, biochemical, luminescence, uHTS; intestinal alkaline phosphatase [Mus musculus]; purified mouse IAP, CDP-Star luminescence, 30 min; inhibition, % at 10 µM; 330,000 compounds, 0.2% hits; AID 2806, 2010;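 active = inhibition of at least 40% at 10 µM in the primary screen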;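 also: plate controls were DMSO with enzyme for no effect and no enzyme wells for full effect; values of inactives mirror those of a sister screen read the other way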
MPTP inh: mitochondrial permeability transition pore inhibitors, primary screen, biochemical, isolated mouse mitochondria, absorbance; Ca2+ swelling absorbance, 30 min; AID 602449, 2012; inhibition, % at 10 µM; 360,000 compounds, 1.4% hits;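 active = inhibition of 50% or more, scaled per plate between neutral and stimulator controls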;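 also: 0% = DMSO wells given calcium and 100% = 1 mM EGTA wells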
A3A deaminase: APOBEC3A ssDNA deaminase inhibitors, primary screen, selectivity assay for APOBEC3G inhibitor project, biochemical, FAM/TAMRA oligo cleavage fluorescence. DNA dC->dU-editing enzyme APOBEC-3A (Homo sapiens), P31941. recombinant A3A, FAM/TAMRA ssDNA deamination fluorescence. inhibition, % at 20 µM. 330,000 compounds, 0.41% hits. AID 493011, 2011;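 active = at least 40% inhibition at 20 µM here, with at most 30% in a related deaminase screen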;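 also: plate controls were A3A with DMSO for no effect and wells lacking A3A enzyme for full effect; some results filed as inactive read as strong as hits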
Target sequence (P31941 whole entry, looked up): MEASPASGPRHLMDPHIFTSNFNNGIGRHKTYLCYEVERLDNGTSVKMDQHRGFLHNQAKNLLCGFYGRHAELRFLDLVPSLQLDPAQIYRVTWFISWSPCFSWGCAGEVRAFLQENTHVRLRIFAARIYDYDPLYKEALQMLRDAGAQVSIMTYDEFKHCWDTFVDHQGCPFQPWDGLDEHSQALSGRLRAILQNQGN
hIAP block: human IAP inhibitors, primary screen, biochemical, luminescence, uHTS | purified IAP, CDP-Star luminescence, 30 min | AID 2544, 2010 | 330,000 compounds, 0.12% hits | inhibition, % at 10 µM;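 active = inhibition reaching a set limit with compound at 10 µM in the primary screen, cut at about 35% in these data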;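 also: plate controls were DMSO wells with enzyme for no effect and no-enzyme buffer wells for full effect; values of inactives mirror those of a sister screen read the other way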
Target sequence (P09923 whole entry, looked up): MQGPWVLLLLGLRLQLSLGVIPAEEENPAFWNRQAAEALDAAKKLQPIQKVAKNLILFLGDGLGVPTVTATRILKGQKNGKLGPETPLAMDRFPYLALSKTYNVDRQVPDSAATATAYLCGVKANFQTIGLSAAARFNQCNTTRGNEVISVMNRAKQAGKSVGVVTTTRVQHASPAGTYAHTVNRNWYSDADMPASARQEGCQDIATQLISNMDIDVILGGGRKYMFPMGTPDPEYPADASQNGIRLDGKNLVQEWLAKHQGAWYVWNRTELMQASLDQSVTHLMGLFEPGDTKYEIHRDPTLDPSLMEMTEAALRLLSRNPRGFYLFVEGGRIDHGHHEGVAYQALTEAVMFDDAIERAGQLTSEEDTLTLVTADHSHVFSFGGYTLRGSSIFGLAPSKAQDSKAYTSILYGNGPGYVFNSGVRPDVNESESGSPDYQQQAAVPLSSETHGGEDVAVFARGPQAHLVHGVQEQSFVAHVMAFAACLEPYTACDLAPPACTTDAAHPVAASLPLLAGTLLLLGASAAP
beta cell repl: inducers of MIN6 beta-cell proliferation, primary screen, ATP luminescence, uHTS | MIN6 cells proliferation, ATPlite luminescence, 48 h; cells starved in 0.2% serum; 100% = growth in 10% serum | 330,000 compounds, 0.29% hits | proliferation, % at 10 µM;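 active = compounds whose signal lies at least 3.5 SD above the mean of all wells on their plate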;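 also: 0% = DMSO-treated cells in low-serum medium and 100% = 10% serum control; some compounds called inactive have numbers as strong as hits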
hIAP activ: human IAP activators, primary screen, biochemical, luminescence, uHTS; Intestinal-type alkaline phosphatase (Homo sapiens), P09923; 330,000 compounds, 0.16% hits; purified human IAP, CDP-Star luminescence, 30 min; hits give high values; 1 = vehicle-only enzyme, 0 = enzyme-free background; activation factor at 10 µM;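 active = activation factor of the enzyme at least 2-fold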; also: the source names both 10 and 20 µM as test concentration; values of inactives mirror those of a sister screen read the other way
mIAP activ: activators of mouse IAP, primary screen, biochemical, luminescence, uHTS | 330,000 compounds, 0.24% hits | activation factor at 10 µM | muIAP, CDP-Star luminescence, 30 min; hits give high values; 1 = vehicle-only enzyme signal, 0 = enzyme-free wells | AID 2805, 2010 | intestinal alkaline phosphatase [Mus musculus];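 active = activation factor of at least 2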; also: the source names both 10 and 20 µM as test concentration; values of inactives mirror those of a sister screen read the other way
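System: mouse IAP enzyme. Reagent: CDP-Star chemiluminescent phosphatase substrate. Benchmarks: DMSO wells, no-enzyme wells. Times: 30 min enzyme-substrate-compound incubation at room temperature. Detection: luminescence from enzymatic CDP-Star hydrolysis. Doses: test compounds delivered from DMSO solution.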
APOBEC3G inh: APOBEC3G DNA deaminase inhibitors, primary screen, biochemical, fluorescence, single-stranded DNA substrate, uHTS. DNA dC->dU-editing enzyme APOBEC-3G (Homo sapiens), Q9HC16. inhibition, % at 20 µM. 330,000 compounds, 0.28% hits. recombinant A3G, ssDNA deamination FAM/TAMRA fluorescence;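 active = inhibition of at least 40% at 20 µM, with no more than 30% in the related APOBEC3A deaminase screen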;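 also: plate controls were DMSO wells with A3G for no effect and wells lacking A3G enzyme for full effect; some compounds called inactive have numbers as strong as hits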
Target sequence (Q9HC16 whole entry, looked up): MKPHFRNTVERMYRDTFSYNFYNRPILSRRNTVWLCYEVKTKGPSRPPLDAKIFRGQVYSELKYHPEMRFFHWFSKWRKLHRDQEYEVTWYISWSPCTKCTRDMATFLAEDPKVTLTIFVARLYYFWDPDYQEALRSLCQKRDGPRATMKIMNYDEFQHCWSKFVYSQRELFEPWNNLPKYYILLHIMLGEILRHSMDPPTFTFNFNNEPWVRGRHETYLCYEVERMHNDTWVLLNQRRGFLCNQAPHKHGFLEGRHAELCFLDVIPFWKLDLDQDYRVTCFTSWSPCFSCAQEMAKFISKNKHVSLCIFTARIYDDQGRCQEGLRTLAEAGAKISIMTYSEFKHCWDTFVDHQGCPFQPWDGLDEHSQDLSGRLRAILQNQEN
GRIN3A LBD mod: binders of NR3A ligand-binding domain, primary screen, biophysical, differential scanning fluorimetry, uHTS; Glutamate receptor ionotropic, NMDA 3A (GRIN3A) ligand-binding domain; NR3A LBD differential scanning fluorimetry, Tm shift; 0% = protein alone, 100% = glycine-bound protein; Tm shift relative to glycine control, % at 25 µM; 340,000 compounds, 2.5% hits; AID 1259313, 2017;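 active = melting temperature shift of at least 10% of the positive control shift, at one fixed dose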
Numbers without * were called inactive; x = no result given.

SMILES	mIAP block	MPTP inh	A3A deaminase	hIAP block	beta cell repl	hIAP activ	mIAP activ	APOBEC3G inh	GRIN3A LBD mod
Cn1cc(C(=O)OCC(=O)Nc2ccccc2Cl)c2ccccc21	3	-0.8	1	-10	10	1.1	0.97	-12	5
Brc1ccc2[nH]cc(/C=N/N3CCCCC3)c2c1	1	2.5	1	13	-1	0.87	0.99	-1	2
CCC(C(=O)Nc1ccc(Cl)cc1)N1CCCC1=O (stereo not drawn)	-16	0.5	-1	12	0	0.88	1.2	-7	-1
COc1ccc(C(CNC(=O)Cc2ccc(Cl)c(Cl)c2)N2CCCCC2)cc1 (stereo not drawn)	-10	-0.6	0	-9	-6	1.1	1.1	-7	-1
Cc1ccccc1N1C(=O)NC(=O)/C(=C\c2cc(Br)c(N3CCOCC3)o2)C1=O	30	3.4	5	-8	4	1.1	0.7	2	-6
CCCCOCCCn1c(N)c(C(=O)OC(C)COC)c2nc3ccccc3nc21 (stereo not drawn)	-2	2.4	-3	4	3	0.96	1	-5	-1
COC(=O)C1=C(c2ccc(-c3ccccc3)c(F)c2)C[C@@H]2CC[C@H]1N2C(=O)NCCOc1ccccc1	-2	1.9	1	8	-6	0.92	1	-3	-4
CCCCCn1c(=O)c(C(=O)Nc2ccccc2N)c(O)c2ccccc21	8	8.4	-6	14	-3	0.86	0.93	-4	0
Cc1cccc(-n2c(-c3ccco3)nc3ccccc3c2=O)n1	0	-0.8	-5	-11	-2	1.1	1	-9	-1
CC(C)N1CCN(Cc2ccc3c(c2)OCCO3)CC1CCO (stereo not drawn)	-10	-0.1	-11	0	-3	1	1.1	12	0
CCN(CC)N=O	-4	-0.6	-3	5	1	0.95	1	-10	0
O=c1c2ccccc2[nH]c(=S)n1-c1cccnc1	0	x	-1	-4	3	1	1	-5	-1
CC(C)C12CN3CCN(CC(C3)/C1=N\O)C2	-2	-0.9	2	9	0	0.91	1	1	3
Cc1cccc(CCNCc2cc3cc(C)cc(C)c3[nH]c2=O)c1	20	-2.2	-5	-1	-1	1	0.8	-5	2
c1cncc(CNC2CCCCC2)c1	4	-2.0	6	-1	0	1	0.96	-3	0
CN(C)CP(=O)(O)CN(C)C=O	-3	-2.4	0	-2	-2	1	1	-5	-1
CN1[C@H]2CC[C@@H]1C(C(=O)N1CCOCC1)=C(O)C2	-9	0.6	-2	-15	-2	1.1	1.1	-2	0
O=[N+]([O-])c1ccc(N2CCCNCC2)c2ncccc12	7	-0.7	1	19	-2	0.81	0.93	-4	-1
C#CCOCOCC#CCN(CC)CC	3	1.0	2	-3	-2	1	0.97	-2	-3
Cc1ccc(NS(=O)(=O)c2ccc(OCC(=O)N3CCN(C)CC3)cc2)cc1	3	0.0	-4	-16	1	1.2	0.97	-8	2
CC(OC(=O)c1cn(C)c2ccccc12)C(=O)N(C)c1ccccc1 (stereo not drawn)	-5	-2.2	1	11	0	0.89	1	3	-2
CCN(CC)c1ccc(N=Cc2c(O)n(-c3ccccc3)c(=O)[nH]c2=O)cc1	6	3.5	-6	-18	-4	1.2	0.94	-8	0
CCOC(=O)c1[nH]c(C)c(C(=O)N2CCC3(CC2)OCCO3)c1C	12	-1.1	-3	11	5	0.89	0.88	-6	0
Nc1c(Cl)cc([N+](=O)[O-])cc1Cl	2	-0.2	-2	4	-1	0.96	0.98	-8	2
S=C(c1ccc(Cl)cc1)N1CCOCC1	7	-0.2	3	3	-1	0.97	0.93	18	1

Just mIAP block, hIAP block and mIAP activ, for some of the entries so far:
mol,mIAP block,hIAP block,mIAP activ
CCCCCn1c(=O)c(C(=O)Nc2ccccc2N)c(O)c2ccccc21,8,14,0.93
c1cncc(CNC2CCCCC2)c1,4,-1,0.96
Cc1cccc(-n2c(-c3ccco3)nc3ccccc3c2=O)n1,0,-11,1
Cc1cccc(CCNCc2cc3cc(C)cc(C)c3[nH]c2=O)c1,20,-1,0.8

Following part
SMILES	mIAP block	MPTP inh	A3A deaminase	hIAP block	beta cell repl	hIAP activ	mIAP activ	APOBEC3G inh	GRIN3A LBD mod
Oc1ccc(/C=N/NP(=S)(c2ccccc2)c2ccccc2)cc1	3	12	0	2	-4	0.98	0.97	29	0
Clc1ccc2c(c1)C(OC1CN3CCC1CC3)c1ccccc1CS2 (stereo not drawn)	1	-1.6	-3	-1	-3	1	0.99	2	-3
COc1ccc(OCC(=O)N2CCN(Cc3ccc(SC)cc3)CC2)cc1	-18	-0.6	-4	-5	0	1.1	1.2	3	-1
CCc1nc2ccc(N3CCN(C)CC3)cc2nc1CC	-12	-1.8	0	-10	-1	1.1	1.1	-3	-2
COC(=O)C1=C(c2ccc(Cl)c(C(F)(F)F)c2)C[C@@H]2CC[C@H]1N2C(=O)NC1CCCCC1	1	1.3	1	-4	-7	1	0.99	-2	-1
CN1C(=O)C(=Cc2ccccc2OS(=O)(=O)c2ccccc2)C(=O)N(C)C1=O	-1	-0.5	1	-26	-6	1.3	1	-6	-2
COc1cc2c3c(c1OC)Oc1ccc(cc1)C[C@H]1c4c(cc(OC)c(OC)c4Oc4ccc(cc4)C[C@@H]3N(C)CC2)CCN1C	-9	5.0	-3	-2	-6	1	1.1	-7	0
FC(F)(F)c1cccc(N2CCNCC2)c1	5	x	3	3	-2	0.97	0.95	-1	x
CCOC(=O)C(C)Oc1cc(C)cc2oc(=O)c3c(c12)CCCC3 (stereo not drawn)	-1	0.6	0	3	-2	0.97	1	-2	15*
O=C(Cc1ccccc1)N1CCN(CC2CC3C=CC2C3)CC1 (stereo not drawn)	7	-0.4	-2	20	-3	0.8	0.93	-6	5
Clc1ccccc1C1NCc2ccccc2-n2cccc21 (stereo not drawn)	9	0.8	-4	-8	0	1.1	0.91	-5	0
Cc1ccc(NC2=NCCCS2)c(C)c1C	13	17	-1	9	0	0.91	0.87	2	0
CN1/C(=C\C=C\C2=[N+](C)c3ccc4ccccc4c3C2(C)C)C(C)(C)c2ccccc21	31	x	32	32	-6	0.69	0.69	25	x
Cc1ccc(C2=NCC(=O)N(CC(=O)N3CCCCC3)c3sc(C)c(C)c32)cc1	-1	1.5	-3	12	0	0.88	1	-4	-2
C/C=C(\C)C(=O)N[C@@H](c1ccccc1)[C@@H](O)C(=O)O[C@H]1C[C@@]2(O)[C@@H](OC(=O)c3ccccc3)C3[C@](C)(C(=O)[C@H](O)C(=C1C)C2(C)C)[C@@H](O)C[C@H]1OC[C@@]31OC(C)=O (stereo partly drawn)	-3	0.2	-1	-3	-4	1	1	-1	0
Cc1c(C)c2ccc(OCC(=O)N3C[C@H]4C[C@@H](C3)c3cccc(=O)n3C4)cc2oc1=O	12	7.8	-3	6	-3	0.94	0.88	-10	0
Cc1c(OC(=O)N(C)C)ccc2c1O/C(=C\c1ccco1)C2=O	3	5.1	-1	6	-5	0.94	0.97	-6	-3
Cc1ccc(C2=CCNCC2)cc1	10	-1.7	-2	7	1	0.93	0.91	-5	-3
C[C@]12CCC3C(CC[C@H]4C[C@H](O)CC[C@]34C)C1C[C@@H](O)[C@@H]2O (stereo partly drawn)	5	-0.3	-3	-1	-2	1	0.95	-5	-10
c1ccc2c(c1)CNc1ccccc1O2	6	0.2	-1	8	-3	0.92	0.94	-4	-1
CCOP(=O)(OCC)C(NC(=O)NC)C(N)=O (stereo not drawn)	-2	-1.9	5	1	4	0.99	1	2	-4
CN(C)c1ccc(-[n+]2c(-c3ccccc3)cc(-c3ccccc3)cc2-c2ccccc2)cc1	16	1.7	0	25	-6	0.75	0.84	-2	-7
C=C(C)CSc1nnc([C@@H](N)Cc2c[nH]c3ccccc23)o1	0	2.0	3	-19	0	1.2	1	0	2
Nc1ccccc1-[n+]1c(-c2ccccc2)cc(-c2ccccc2)cc1-c1ccccc1	14	26	5	18	-6	0.82	0.86	0	-1
COC(=O)C1=C(c2ccc(OCc3ccccc3)cc2)C[C@@H]2CC[C@H]1N2C(=O)NCc1ccc(OC)c(OC)c1	-36	-0.8	-3	7	-4	0.93	1.4	-12	2

Laid out differently: results already given
Values run as follows: mIAP block, MPTP inh, A3A deaminase, hIAP block, beta cell repl, hIAP activ, mIAP activ, APOBEC3G inh, GRIN3A LBD mod
CCOC(=O)C(C)Oc1cc(C)cc2oc(=O)c3c(c12)CCCC3 (stereo not drawn)
    -1, 0.6, 0, 3, -2, 0.97, 1, -2, 15*
O=C(Cc1ccccc1)N1CCN(CC2CC3C=CC2C3)CC1 (stereo not drawn)
    7, -0.4, -2, 20, -3, 0.8, 0.93, -6, 5

The list goes on:
SMILES	mIAP block	MPTP inh	A3A deaminase	hIAP block	beta cell repl	hIAP activ	mIAP activ	APOBEC3G inh	GRIN3A LBD mod
CCC12CN3CC(CC)(CN(C1)C3c1cccnc1)C2=O (stereo not drawn)	13	-3.7	2	11	-3	0.89	0.87	0	1
O=C(N/N=C/c1c(O)n(C2CC2)c(=S)[nH]c1=O)c1ccccc1O	34	-3.8	0	-47	1	1.5	0.66	-9	1
Cc1cc(/C=C2/C(=O)NC(=O)N(C)C2=O)c(C)n1-c1ccccc1	11	-0.5	2	6	-3	0.94	0.89	-11	-3
Cc1cccc(OP(=O)(Nc2ccc(F)cc2)Oc2cccc(C)c2)c1	-9	0.3	-5	9	-6	0.91	1.1	-5	-7
C[C@]12CCC(=O)C=C1CC[C@@H]1C2[C@H](O)C[C@]2(C)C(=O)CCC12 (stereo partly drawn)	0	0.2	-3	-14	-1	1.1	1	0	5
O=C(C(=O)N1CCC2(CC1)OCCO2)c1c[nH]c2ccccc12	1	0.7	0	5	4	0.95	0.99	-11	1
C#CCN1CCN(c2ccc(F)cc2)CC1	2	-1.6	-4	-5	-2	1.1	0.98	-7	-6
CN(C)P(=O)(C(Cl)=C(N1CCCCC1)N1CCCCC1)N(C)C	7	1.8	-4	5	-3	0.95	0.93	-4	-4
COc1cccc(CC(=O)N(C)C2CCCN(Cc3ccccc3F)C2)c1 (stereo not drawn)	0	-0.1	-7	-32	-3	1.3	1	-4	-2
CCOC(=O)c1ccc(N2C(=O)CC(N3CCC(C#N)(c4ccccc4)CC3)C2=O)cc1 (stereo not drawn)	2	0.6	3	5	-2	0.95	0.98	1	-2
CNCCc1ccccc1	6	x	0	-8	0	1.1	0.94	5	x
COc1ccc(NC(=O)C2C3CCC(O3)C2C(=O)O)c(OC)c1 (stereo not drawn)	-2	0.2	-3	5	6.7*	0.95	1	-9	-4
COc1ccc(NC(=O)N2CCC3(CC2)OCCO3)c(OC)c1	-2	2.7	-4	7	1	0.93	1	-5	1
CCN(CC)CCOC(=O)c1cc2cc(COC)ccc2o1	-3	-3.6	76*	-6	-1	1.1	1	19	1
CCCCNC(=O)c1c(N)n(CCCOC)c2nc3ccccc3nc12	-28	7.0	-1	-15	-4	1.2	1.3	-5	-10

Some of the compounds tested, so the mix of outcomes need not match the whole.
